BAZ2B block: inhibitors of human BAZ2B bromodomain. Q9UIF8. AlphaScreen BAZ2B-H3K14Ac peptide displacement. Potency, µM (series often up to 114 µM), inactives show at the top dose activity change, negative = inhibition, usual class: inhibitors. 360,000 tested, 4.4% active. AID 504333; also: % is scaled to controls: 0 for no effect and ±100 for the full control effect; nearly all actives have a fitted effect of over 60% in size
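Compounds, titrated to a top concentration of 110 uM, were incubated 30 min at room temperature with preformed BAZ2B/acetyl-K14 H3 peptide complex (50 nM each). Proximity signal was measured by AlphaScreen after 20 min with beads.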
BLM inh: inhibitors of human Bloom syndrome helicase BLM. 350,000 tested, 0.2% active. P54132. recombinant BLM DNA unwinding, fluorescence dequenching. Potency, µM (top dose mostly 56.1 µM), inactives show top-dose activity change, negative = inhibition, most hits filed as inhibitors. AID 2528;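 also: plate controls were vehicle for no effect and no enzyme for full effect; nearly all actives have a fitted effect of over 35% in size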
POLI inh: DNA polymerase iota (human) inhibition | Pol iota fluorescent replication assay, 10 min | 390,000 tested, 1% active | Q9UNA4 | Potency, µM (titrated, usually from 115 µM), without a hit: top-dose activity, negative = inhibition, actives largely listed as inhibitors
Target sequence (Q9UNA4 whole entry, looked up): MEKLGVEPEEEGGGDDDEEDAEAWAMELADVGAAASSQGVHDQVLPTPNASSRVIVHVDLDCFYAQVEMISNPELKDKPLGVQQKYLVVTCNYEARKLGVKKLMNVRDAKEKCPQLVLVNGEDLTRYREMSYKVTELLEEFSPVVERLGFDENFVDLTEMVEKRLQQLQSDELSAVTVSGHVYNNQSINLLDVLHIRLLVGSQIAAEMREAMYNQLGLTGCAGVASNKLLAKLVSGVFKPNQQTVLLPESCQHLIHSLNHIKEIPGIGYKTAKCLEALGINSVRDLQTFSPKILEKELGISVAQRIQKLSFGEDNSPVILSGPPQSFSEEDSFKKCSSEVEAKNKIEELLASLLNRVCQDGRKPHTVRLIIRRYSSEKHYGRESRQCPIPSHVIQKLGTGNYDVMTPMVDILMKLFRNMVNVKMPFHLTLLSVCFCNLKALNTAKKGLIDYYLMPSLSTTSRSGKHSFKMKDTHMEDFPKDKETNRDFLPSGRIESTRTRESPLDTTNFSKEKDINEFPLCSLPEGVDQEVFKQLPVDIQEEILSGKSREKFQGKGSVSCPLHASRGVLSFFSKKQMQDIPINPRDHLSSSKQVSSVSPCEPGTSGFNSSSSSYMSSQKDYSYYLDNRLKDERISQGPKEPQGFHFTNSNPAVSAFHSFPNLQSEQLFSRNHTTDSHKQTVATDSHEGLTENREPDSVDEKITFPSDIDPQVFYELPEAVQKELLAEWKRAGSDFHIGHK
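Pol iota at 10 nM preincubated 15 min with compounds at room temperature; reaction started with fluorescent substrate, 50 nM final. Fluorescence read kinetically at 0 and 10 min; buffer-only wells as negative control.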
HP1b binding inh: inhibitors of HP1-beta chromodomain binding to methylated histone tails | P83916 | 390,000 tested, 0.56% active | Potency, µM (doses to about 114 µM), without a hit: at the top dose activity change, negative = inhibition, usual class: inhibitors | AlphaScreen HP1-beta / biotin-H3K9me3 peptide binding | AID 540317; also: nearly all actives have a fitted effect of over 70% in size; inactives centre near 23
Target sequence (P83916 whole entry, looked up): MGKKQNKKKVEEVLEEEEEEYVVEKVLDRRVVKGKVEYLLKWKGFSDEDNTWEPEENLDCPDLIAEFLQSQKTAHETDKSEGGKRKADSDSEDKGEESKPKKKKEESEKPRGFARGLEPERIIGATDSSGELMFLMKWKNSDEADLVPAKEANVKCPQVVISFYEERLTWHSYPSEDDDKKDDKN
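Compound inhibition of the preformed complex between 50 nM HP1-beta and 50 nM biotinylated H3K9me3 peptide was read by AlphaScreen. Buffer was PBS pH 7.4 with 0.01% Tween-20. Incubations ran 30 min at room temperature, with 10 ug/mL donor/acceptor beads.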
G9a inh: blocks human histone lysine methyltransferase G9a; Q96KQ7; G9a H3K9 monomethylation, AlphaScreen, 2 h; Potency, µM (top dose mostly 102 µM), without a hit: at the top dose activity, negative = inhibition, usual class: inhibitors; 350,000 tested, 8.8% active; also: % is scaled to controls: 0 for no effect and ±100 for the full control effect; nearly all actives have a fitted effect of over 75% in size
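Using a bead-based AlphaScreen, monomethylated H3K9 product from 2 h room-temperature reactions (G9a 20 nM, peptide 500 nM, SAM 20 uM) was detected with 0.5 ug/mL rabbit anti-H3K9me1 antibody.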
GLS inhibitor: inhibitors of human glutaminase (GLS) | GLS enzymatic activity, qHTS titration | Potency, µM (highest dose often 45.5 µM), for inactives: top-dose activity change, negative = inhibition, hits mostly inhibitors | 410,000 tested, 0.21% active; also: % is scaled to controls: 0 for no effect and ±100 for the full control effect
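Assay buffer: 45 mM KH2PO4 pH 8.2, 0.02% Tween-20. hKGA acts on L-glutamine (1 mM solution added); product glutamate is reported by an oxidase/peroxidase Amplex Red coupling, with fluorescence taken at baseline and 30 min.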
JMJD2A Tudor: JMJD2A Tudor domain (human) inhibition; O75164; AlphaScreen JMJD2A-Tudor / H3K4me3 peptide binding; Potency, µM (titrated, usually from 114 µM), for the others: top-dose activity change, negative = inhibition, hits mostly inhibitors; 390,000 tested, 4.4% active; also: % is scaled to controls: 0 for no effect and ±100 for the full control effect; nearly all actives have a fitted effect of over 50% in size
Pin1 inhibitor: human Pin1 inhibition | Q13526 | Pin1 FP peptide displacement, HiFluor488, 10 min | Potency, µM (titrated, usually from 115 µM), for inactives: top-dose activity, negative = inhibition, most hits filed as inhibitors | 390,000 tested, 0.009% active | AID 504891; active = well fitted inhibition curve with a large enough effect in the polarisation, with a control signal flat, not every such curve was filed as active; inconclusive = small, poorly fitted or top-dose-only effect, or effect the other way, or a change in a side signal; inactive = no such curve, though single readings can be large or run the other way; the % refers to the polarisation; also: % is scaled to controls: 0 for no effect and ±100 for the full control effect
Tb PGK inh: blocks T. brucei phosphoglycerate kinase. 380,000 tested, 0.043% active. P07378. PGK/GAPDH coupled, Kinase-Glo luminescence, 60 min. Potency, µM (top dose mostly 57.5 µM), without a hit: at the highest dose activity change, negative = inhibition, actives largely listed as inhibitors; also: % is scaled to controls: 0 for no effect and ±100 for the full control effect; nearly all actives have a fitted effect of over 60% in size
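Luminescent ATP detection (Kinase-Glo Plus) follows a 60-minute room-temperature incubation, with wells lacking PGK as controls. Buffer: 100 mM TEA (pH 7.6), 5 mM MgCl2, 0.01% Tween-20. Coupling enzyme GAPDH (100 nM final) supplies unstable 1,3-BPG in-well.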
The depositor's hits bear a star; i = inactive; ? = inconclusive; nt = not tested or not shown; & = joins results of further samples; [ ] = remark or other dose. Unless noted, calls follow the shape of the dose curve; as a rule, active = well fitted curve in the direction sought with a large enough effect; inconclusive = small, poorly fitted or top-dose-only effect, or another doubt; inactive = no such curve, though single readings can be large; an effect the other way counts as inactive or inconclusive. Potency is read from the fitted curve at half-maximal effect. An excerpt. The share of hits here may be higher or lower than overall.

Structure,BAZ2B block,BLM inh,POLI inh,HP1b binding inh,G9a inh,GLS inhibitor,JMJD2A Tudor,Pin1 inhibitor,Tb PGK inh
COc1cc(CN2CC3CC(C2)c2cccc(=O)n2C3)cc(OC)c1OC (stereo not drawn),79µM*,3%,-11%,2%,-11%[12.7 µM],2%,-28%,6%,nt
CCCC(C)C1(CC)C(=O)NC(=Nc2ccc(OC)cc2)NC1=O (stereo not drawn),2%,3%,17%,29%,7%[59 µM],8%,-10%,-1%,0%
C=CCOC(=O)C1=C(C)OC(N)=C(C#N)[C@@]12C(=O)N(CC(N)=O)c1ccccc12,-3%,0%,27%,34%,17%,3%,4%,8%,-1%
C[N+](C)(C)CCCCCCCCCC[N+](C)(C)C,0%,-3%,2%,51%[activator],20%[59 µM],0%&-23%,-2%,4%,-5%
Nc1ccc(C2(c3ccc(N)cc3)CCCCC2)cc1,?,-15%,162%[activator],?,?,12%,?,0%,-9%
NP(=O)(OCCCc1ccccc1)Oc1ccccc1Cl (stereo not drawn),0%,0%,-16%,18%,nt,8%,-19%,-7%,-1%
O=C(Cc1cc(=O)oc2cc(O)ccc12)NN=Cc1ccc(N(CCCl)CCCl)cc1,nt,nt,?,59%[activator],nt,?,-30%,?,-13%
C[C@]12CC[C@H](O)CC1=CCC1C2CC[C@]2(C)C(=O)CC[C@@H]12 (stereo partly drawn),nt,-6%&1%,9%[58.9 µM],nt,29%[12.7 µM],-8%,nt,nt,nt
CN1C[C@H](C(=O)NC2(C)OC3(O)[C@@H]4CCCN4C(=O)[C@H](Cc4ccccc4)N3C2=O)CC2c3cccc4[nH]cc(c34)C[C@H]21 (stereo partly drawn),nt,nt,36%[activator],-19%,nt,25%,?,?,-1%
CC(C)N(CC(O)c1cccc([N+](=O)[O-])c1)C(C)C (stereo not drawn),41%[activator][57.1 µM],-10%,1%,25%,?,11%,-16%,2%,-10%
N/C(=N\N=C\c1ccc(O)cc1O)N[N+](=O)[O-],7%,-9%,-15%,44%[activator],26%[59 µM],?,-11%[57.1 µM],-4%,-1%
CCOP(=O)(OCC)C(Nc1cccc(C)c1)c1ccc(F)cc1 (stereo not drawn),2%,0%,29%,17%,-1%[59 µM],5%,-3%,10%,-2%
CC(=O)O[C@@H]1CC[C@]2(C)C3CC[C@@]4(C)C(C[C@@H](O)[C@@H]4O)C3[C@@H](OC(C)=O)C[C@H]2C1 (stereo partly drawn),nt,nt,-14%,10%,nt,-1%,-6%,1%,-7%
COCCCn1c(N)c(C(=O)OC(C)COC)c2nc3ccccc3nc21 (stereo not drawn),0%,-1%,25%,43%[activator],6%[12.7 µM],-5%,4%,-3%,-3%
CC1CN1P(=O)(Oc1ccc2ccccc2c1)N1CC1C (stereo not drawn),nt,nt,24%,24%,nt,0%,-15%,-16%,-5%
Cc1oc(-c2ccc(Cl)cc2)nc1CN1CCC(C(=O)NCCCN2CCN(c3cccc(Cl)c3)CC2)CC1,?,-6%,20%,-12%,10µM*,3%,?,-1%,3%
CCCCn1c(=O)c(C(=O)Nc2ccccn2)c(O)c2ccccc21,-29%,-11%,-13%,62%[activator],17%[59 µM],-3%,10%,1%,i
COc1cc(/C=N/NC(=O)c2cnccn2)cc(OC)c1OC,-6%,2%,103%[activator],-7%,?,-6%,9%,0%,0%
O=C1CN=C(c2ccc(Br)cc2)c2c(sc3c2CCCC3)N1CCN1CCCCC1,?,-3%,-4%,-18%,?,5%,?,4%,7%
COC(=O)C[C@]1(C(=O)OC)CN(C#N)N(c2ccc(Cl)cc2)C12c1ccccc1-c1ccccc12,0%,-8%,10%,7%,-9%[59 µM],0%,-18%,5%,0%
Cc1ccc(CN2CCCC(C(=O)c3sccc3C)C2)o1 (stereo not drawn),-12%,-5%,5%,28%,nt,3%,-28%,7%,4%
C[C@H]1CC[C@@H]2N(C1)C[C@H]1[C@@H]3C[C@H]4[C@@H](CC(=O)[C@H]5C[C@@H](O)CC[C@@]54C)[C@@H]3CC[C@H]1[C@]2(C)O,4%,1%,?,34%[activator],?,6%,-5%,-1%,i
OC1(c2ccc(F)cc2)CC2CCC(C1)N2Cc1nnnn1C1CCCC1 (stereo not drawn),-2%,0%,17%,24%,-7%,1%,-3%,3%,-4%
c1ccc2c(c1)c1cccc3ccc4cccc2c4c31,-3%,nt,12%,30%,6%[0.501 µM],-2%,-18%,7%,-7%
CCCCCCn1c(O)c(C=NCCN2CCCCC2)c(=O)[nH]c1=O,0%,0%,-9%,28%,19%[12.7 µM],9%,-15%,4%,-2%
Cc1ccccc1CN1C(=O)CN=C(c2ccccc2)c2cc(Cl)ccc21,-4%,-10%,5%,24%,-27%[59 µM],-7%,-22%,6%,-4%
Cc1cc(-c2n[nH]c(=S)n2-c2ccc(C)c(C)c2)no1,-12%,-9%,-3%,?,2.5µM*,25%,3.2µM*,-5%,-7%
CN(C)c1nc(-c2ccccc2)[n+](C)s1,1%,2%,?,1%,3.2µM*,-17%,-18%,0%,-9%
c1ccc(CCCN2CCN(CCOC(c3ccccc3)c3ccccc3)CC2)cc1,nt,-5%,-5%[58.9 µM],4%,10µM*,12%,56µM*,0%,-6%
CN(C(=O)Oc1ccc([N+](=O)[O-])cc1)c1ccccc1,1%,1%,12%,23%,4%[59 µM],8%,-6%,-2%,2%
O=[N+]([O-])c1ccccc1CNCCc1c[nH]c2ccccc12,50µM*,2%,57%[activator],?,nt,0%,22µM*,-5%,-7%
N#CC1C(C#N)C2CCC1C1C2N1c1ccccc1 (stereo not drawn),nt,nt,7%,16%[57 µM],nt,-8%,-2%,-2%,-3%
Cc1ccnc(-n2c(-c3ccco3)nc3ccccc3c2=O)c1,-6%,-1%,57%[activator],24%,-7%[59 µM],-3%,-19%,0%,nt
O=[N+]([O-])c1ccccc1CN1CC=C(c2ccc(F)cc2)CC1,-9%,-5%,?,18%,nt,6%,?,1%,-1%
O=C(CSC1c2ccccc2-c2ccccc21)N/N=C/c1ccccc1,-3%,-7%,-2%,20%,3%,-1%,-29%,23%,5%[11.5 µM]
O=C(Nc1ccc2nc(SCC(=O)N3CCCc4ccccc43)sc2c1)c1ccccc1F,-14%,-7%,15%,44%[activator],5%[59 µM],-2%,-11%,29%,6%
Cc1nc2ccccc2c(=O)n1-c1ccc(Cl)cc1Cl,?,-2%,96%[activator],35%,nt,6%,2%,5%,-1%
COC(=O)C1=C(c2ccc(F)cc2OCc2ccccc2)C[C@@H]2CC[C@H]1N2C(=O)N1CCC(O)(c2ccc(Cl)cc2)CC1,nt,nt,9%,29%,nt,15%,-26%,-1%,4%
CN(C)CCN(CC1CCCN(Cc2ccccc2F)C1)C(=O)Cc1c(F)cccc1F (stereo not drawn),5%,3%,9%,30%,1%,-5%,-4%,-3%,-7%
CCOC(=O)c1c(C)n(CCN2CCN(C)CC2)c2ccc(OC)cc12,-34%,24%,9%,?,?,14%,18µM*,-9%,i
Cc1ccc(C(=O)N[C@@H](C)CN2C3=NC[C@@H](Cc4ccccc4)N3C[C@H]2Cc2ccc(O)cc2)cc1Br,-33%,-7%,22%,8%,-3%[12.7 µM],1%,-36%,-5%,11%
COc1cc2c(c(OC)c1)C(=O)OC(C)CCCC(=O)CCCCC2 (stereo not drawn),-12%,-2%,136%[activator],5%,-4%,7%,-4%,4%,-14%
COc1cccc(N2CCN(CC(=O)Nc3ccc(SC(F)F)cc3)CC2)c1,-32%,-7%,-6%,3%,?,10%,-14%[57.1 µM],-2%,6%
CCOC(=O)c1c(/N=C/C2C(=O)NC(=O)NC2=O)sc2c1CCC2,-5%,-1%,-19%,34%,?,2%,-3%,?,0%
CCN1CCN(c2ccc([N+](=O)[O-])cc2C(=O)OC)CC1,-21%,1%,37%[activator],5%,-39%,-3%,-6%,-8%,-4%
Cc1[nH]n(-c2ccccc2)c(=O)c1C(c1cccc([N+](=O)[O-])c1O)c1c(C)[nH]n(-c2ccccc2)c1=O,32µM*,-8%,0.28µM*,?,45µM*,10µM*,50µM*,-17%,-4%
COC(=O)C1=C(c2ccc(S(C)(=O)=O)cc2)C[C@@H]2CC[C@H]1N2C(=O)N1CCC(C)CC1,nt,nt,33%[activator],44%[activator],nt,-16%,-6%,-4%,8%
c1ccc(CCn2nnnc2CN2CCC(n3nnc4ccccc43)CC2)cc1,1%,0%,27%,36%,-6%,0%,-11%,8%,0%
CC(=O)C1C(=O)NC23CCCCC2C1c1ccccc1O3 (stereo not drawn),9%,-6%,12%,3%,?,5%,-10%,2%,-1%

Some of the entries so far, as labelled records:
CCOP(=O)(OCC)C(Nc1cccc(C)c1)c1ccc(F)cc1 (stereo not drawn)
  BAZ2B block: 2% | BLM inh: 0% | POLI inh: 29% | HP1b binding inh: 17% | G9a inh: -1%[59 µM] | GLS inhibitor: 5% | JMJD2A Tudor: -3% | Pin1 inhibitor: 10% | Tb PGK inh: -2%
C[C@H]1CC[C@@H]2N(C1)C[C@H]1[C@@H]3C[C@H]4[C@@H](CC(=O)[C@H]5C[C@@H](O)CC[C@@]54C)[C@@H]3CC[C@H]1[C@]2(C)O
  BAZ2B block: 4% | BLM inh: 1% | POLI inh: ? | HP1b binding inh: 34%[activator] | G9a inh: ? | GLS inhibitor: 6% | JMJD2A Tudor: -5% | Pin1 inhibitor: -1% | Tb PGK inh: i

Screens: PubChem BioAssay, National Center for Advancing Translational Sciences (NCATS)
